# UBC13 inh – inhibitors of human UBC13 polyubiquitin chain formation; TR-FRET; 0.47% of 330,000 active; inhibition, % at 20 µM; P61088; in the data active = inhibition above about 45%, passing the limit was not always enough; inconclusive = no clear call, values can overlap the other calls
# Target sequence (P61088 whole entry, looked up): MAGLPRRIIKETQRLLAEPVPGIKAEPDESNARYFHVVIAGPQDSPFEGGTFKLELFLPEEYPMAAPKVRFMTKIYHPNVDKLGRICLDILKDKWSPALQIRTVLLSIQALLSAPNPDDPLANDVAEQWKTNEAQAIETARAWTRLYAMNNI
# SENP8 block-1 – SENP8 protease inhibition; Q96LD8; purified SENP8, Z-RLRGG-aminoluciferin cleavage, luminescence; 1.2% of 330,000 active; AID 2540; inhibition, % at 10 µM; in the data active = inhibition above about 50%
# Target sequence (Q96LD8 whole entry, looked up): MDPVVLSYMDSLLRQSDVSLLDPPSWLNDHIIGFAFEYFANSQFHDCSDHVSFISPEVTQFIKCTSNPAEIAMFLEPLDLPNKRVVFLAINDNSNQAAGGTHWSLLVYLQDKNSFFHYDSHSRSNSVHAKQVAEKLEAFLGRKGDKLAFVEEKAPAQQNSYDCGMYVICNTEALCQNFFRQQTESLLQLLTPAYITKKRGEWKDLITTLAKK
# SENP1 FRET inh – inhibitors of human SENP1 SUMO protease catalytic domain; recombinant SENP1 catalytic domain, CyPet-SUMO1-YPet FRET cleavage; inhibition, % at 10 µM; 0.21% of 360,000 active;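 active = inhibition at least 30% at 10 µM, raw YFP signal under a set limit, fluorescence ratio 0.5 to 1.5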;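 also: 0% = enzyme with DMSO and 100% = no enzyme wells; some results filed as inactive read as strong as hits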
#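 Test system: recombinant human SENP1 catalytic domain, His6-tagged / Medium: pH 8 Tris buffer with EDTA, NaCl, BME, BSA, NP40, catalase / Also added: SUMO1 FRET substrate flanked by Cypet and Ypet, 25 nM / Times: 50 min reaction at room temperature / Signal: FRET, CFP and YFP emission / Control set: no-enzyme low control and enzyme-plus-DMSO high control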
# MIN6 prolif – inducers of beta-cell replication in MIN6 cells | MIN6 cells proliferation, ATPlite luminescence, 48 h; cells starved in 0.2% serum; 100% = growth in 10% serum | 0.29% of 330,000 active | proliferation, % at 10 µM;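 active = compounds whose signal lies at least 3.5 SD above the mean of all wells on their plate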;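 also: 0% = DMSO-treated cells in low-serum medium and 100% = 10% serum control; some compounds called inactive have numbers as strong as hits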
# SENP7 inh – blocks the human protease SENP7; recombinant SENP7, Z-RLRGG-aminoluciferin luminescence, 40 min; Q9BQF6; inhibition, % at 5 µM; 1.5% of 330,000 active;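 active = inhibition above about 50% at the single test dose, limit read from the data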;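 also: plate controls were DMSO with enzyme for no effect and no enzyme buffer wells for full effect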
# PfGluPho inh – PfG6PD (Plasmodium falciparum) enzyme inhibition; inhibition, % at 20 µM; PfGluPho enzyme, NADPH resazurin-diaphorase fluorescence; 0.78% of 350,000 active;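 active = inhibition reaching at least a set limit at 20 µM in the primary screen, cut at about 59% in these data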;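 also: 0% = DMSO wells with substrate and 100% = DMSO wells lacking glucose-6-phosphate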
# SENP6 block – SENP6 protease inhibition; Q9GZR1; Recombinant SENP6 catalytic domain, aminoluciferin luminescence; inhibition, % at 10 µM; 1.8% of 330,000 active;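 active = inhibition above about 50% at the single tested dose, limit read from the data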;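 also: plate controls were DMSO wells with enzyme for no effect and DMSO wells lacking enzyme for full effect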
# Target sequence (Q9GZR1 628-1112 limits assumed): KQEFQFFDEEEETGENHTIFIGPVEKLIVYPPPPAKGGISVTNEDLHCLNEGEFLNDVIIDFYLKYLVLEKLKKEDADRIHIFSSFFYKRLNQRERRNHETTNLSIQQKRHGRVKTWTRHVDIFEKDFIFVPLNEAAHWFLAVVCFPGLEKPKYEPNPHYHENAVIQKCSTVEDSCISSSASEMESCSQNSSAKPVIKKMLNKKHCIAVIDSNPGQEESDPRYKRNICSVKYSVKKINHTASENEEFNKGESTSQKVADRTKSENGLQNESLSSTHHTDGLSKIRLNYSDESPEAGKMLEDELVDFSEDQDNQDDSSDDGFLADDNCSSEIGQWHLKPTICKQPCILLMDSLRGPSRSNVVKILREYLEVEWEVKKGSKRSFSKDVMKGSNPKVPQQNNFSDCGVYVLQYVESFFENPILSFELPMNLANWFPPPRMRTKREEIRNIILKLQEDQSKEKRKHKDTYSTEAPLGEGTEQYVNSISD
# HKDC1 inh – HKDC1 (human) hexokinase inhibition; recombinant HKDC1, G6PDH/diaphorase resazurin coupled fluorescence; 0.16% of 340,000 active; inhibition, % at 20 µM;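 active = inhibition above about 35% when tested at 20 µM, limit read from the data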;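 also: plate controls were DMSO wells with enzyme for no effect and DMSO wells lacking enzyme for full effect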
#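 Test system: HK5 enzyme. Quantity: 5 µg/mL HK5 final. Reagent: glucose and ATP substrates. Schedule: 90 min reaction incubation at room temperature, dark. Technique: resazurin-to-resorufin fluorescence via G6PDH and diaphorase coupling, 525/613 nm. Control set: DMSO wells with and without enzyme mix.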
# SENP8 block-2 – inhibitors of human SENP8 protease. Q96LD8. recombinant SENP8, Nedd8 substrate fluorescence. inhibition, % at 20 µM. 0.64% of 360,000 active. AID 602440; in the data active = inhibition mostly above about 40%, no sharp cut-off; inactive = mostly below about 27%
# Starred values were filed as active, the others as inactive; ? = inconclusive; nt = not tested or not shown.
cpd	mol	UBC13 inh	SENP8 block-1	SENP1 FRET inh	MIN6 prolif	SENP7 inh	PfGluPho inh	SENP6 block	HKDC1 inh	SENP8 block-2
1	COc1ccc(NC(=O)CN(C)CC(=O)NCc2ccc(C)cc2)cc1	12	6	0	8	5	-12	5	0	-9
2	CCN1/C(=C/C=C/C=C/c2sc3ccccc3[n+]2CC)Sc2ccccc21	?	8	nt	-8	-4	nt	2	nt	nt
3	CC(CCN1C(Nc2ccccc2)=NC[C@@H]1C)c1ccccc1 (stereo not given in full)	8	7	0	-1	-5	4	1	-1	14
4	COc1ccc(S(=O)CC(=O)Nc2ccc(Cl)cc2Cl)cc1 (stereo not given)	1	-5	0	2	-8	-4	7	-7	12
5	CCS(=O)(=O)c1ccc2oc(SCC(=O)NCCc3ccccc3)nc2c1	-2	5	2	2	9	-13	-8	-5	16
6	CC1CCN(S(=O)(=O)c2ccc(S(=O)(=O)NCC3COCCO3)cc2)CC1 (stereo not given)	2	-15	0	3	-1	-9	-8	-8	8
7	COc1cc(C(=O)NC(C)c2ccc(-n3ccnc3)cc2)cc(OC)c1C (stereo not given)	6	-2	-4	0	-2	4	-11	5	11
8	O=C(Cc1cccc(NC(=O)C2CCCN(C(=O)C3CCCC3)C2)c1)Nc1ccc(C(=O)N2CCOCC2)cc1 (stereo not given)	nt	nt	2	nt	nt	-7	nt	-5	-3
9	CCC(C(=O)NCCN1CCN(C)CC1)n1c(C)c2cnn(-c3ccccc3)c(=O)c2c1C (stereo not given)	-1	7	-1	-2	2	4	13	4	-6
10	O=C1CCCCCN1CP(=O)(O)CN1CCCCCC1=O	5	4	0	-2	-5	1	2	-1	21
11	Nc1nnc(CCC2CCCCC2)s1	1	-9	-1	-2	-5	15	-8	6	31
12	Cc1ccc(C(=O)OCC(=O)Nc2cc(S(C)(=O)=O)ccc2Cl)cc1S(=O)(=O)N1CCCCC1	-6	-1	-1	1	-1	-29	-14	6	3
13	COc1cccc(N(CC(=O)NC2CCCC2)C(=O)Cn2nnc(-c3ccc(C)cc3)n2)c1	-3	5	1	-4	4	6	11	-11	17
14	Cc1cccc(NC(=O)COc2ccc(Br)cc2/C=N/O)c1	5	-6	3	-5	-4	9	6	3	27
15	Fc1ccc(CN2C3=NCCN3c3ccccc32)cc1	0	-7	-1	-1	-9	-11	-20	0	28
16	CN(C)CCNC(=O)c1cccc2nc3c(ccc4ccccc43)nc12	nt	nt	-27	nt	nt	15	nt	3	-275
17	O=C(COC(=O)c1cc([N+](=O)[O-])ccc1NCc1ccccc1Cl)NCC(F)(F)F	-10	-15	-1	-2	-7	0	-34	-14	13
18	O=C(CN1CCCC1)Nc1c(Cl)cccc1Cl	-2	7	2	-5	1	5	15	3	3
19	COc1cccc(COc2cc3ccccc3nc2C)c1	2	-14	3	-6	-6	11	-4	-5	39
20	CCOC(=O)c1[nH]c(CSc2nnc(-c3ccc(OC)cc3)o2)c(C(=O)OCC)c1C	9	-4	-12	-2	-3	13	-10	-3	-36
21	O=c1c2cc(N3CCOCC3)ccc2[nH]c(=S)n1CCCN1CCCC1	-9	-8	-20	-4	-9	24	-12	-3	-260
22	COc1ccc(-n2c(Cc3cccn3C)nnc2SCC(=O)Nc2cccc(C)c2C)cc1	3	4	-2	-3	-2	5	-3	-3	2
23	CCOc1ccc(NC(=O)C2CC=CCC2C(=O)O)cc1 (stereo not given)	8	-1	1	-1	6	-12	1	-3	25
24	COc1ccc(Cn2cc(CN3CCS(=O)(=O)N(Cc4ccc(-c5cccc(Cl)c5)cc4)C(C)C3=O)nn2)cc1 (stereo not given)	nt	nt	0	nt	nt	-4	nt	2	-7
25	CCOC(=O)N1CCN(C(=O)COc2ccccc2OC)CC1	0	1	1	-3	6	-6	-21	-6	17
26	CN(C)S(=O)(=O)c1ccc(C(=O)Oc2cc(=O)[nH]c3ccccc23)cc1	-8	-4	1	-1	-4	10	-2	-6	4
27	Cc1nc(-c2ccccc2)cn2c1nc1ccccc12	13	-4	-70	0	-1	13	-4	2	-386
28	CC(CC(=O)O)CC(=O)Nc1cc(C(F)(F)F)cc(C(F)(F)F)c1 (stereo not given)	-6	-14	0	-2	6	-9	-23	0	13
29	O=C(O)c1ccc(CSc2nnc(Cc3ccccc3)o2)cc1	1	1	2	1	10	-13	-12	-7	17
30	N#Cc1c2ccccc2nc2ccccc12	-2	1	-180	-2	0	1	-19	5	-363
31	O=C(Nc1c2c(nn1-c1ccc(F)cc1)CS(=O)C2)c1ccco1 (stereo not given)	0	1	1	-2	3	-10	-3	3	7
32	CN(CCc1ccccc1)C(=O)c1cccc(NC(=O)Cc2cccc(NC(=O)C3CCCN(C(=O)CCc4ccccc4)C3)c2)c1 (stereo not given)	nt	nt	0	nt	nt	-21	nt	9	17
33	CN(CCc1ccccn1)C(=O)CCC1CCCN(C(=O)c2cccc(N(C)C)c2)C1 (stereo not given)	5	-10	1	0	5	14	8	-2	-104
34	CN(CCc1ccccc1)C(=O)c1ccc(NC(=O)Cc2cccc(NC(=O)C3CCN(C(=O)C4CC4)CC3)c2)cc1	nt	nt	2	nt	nt	-27	nt	-3	14
35	C=CCC[C@@H](Cc1ccc(F)cc1)C(=O)OC[C@@H]1CCCN1C(=O)[C@@H](CC=C)CC(=O)N[C@@H](CO)Cc1ccccc1	?	-11	0	-6	-16	16	-26	6	21
36	O=C(O)c1ccccc1/C=N/Nc1nc(N2CCCCC2)nc(N2CCCCC2)n1	2	1	nt	-3	-1	nt	-3	nt	nt
37	O=[N+]([O-])c1cccc(C=NNc2ccc3ccccc3n2)c1O	nt	nt	8	nt	nt	25	nt	1	36
38	O=S(=O)(CS(=O)(=O)c1ccccc1)c1ccccc1	nt	nt	1	nt	nt	10	nt	-8	-1
39	CCc1c(O)nc(SCc2ccccc2)n(C(C)CC)c1=O (stereo not given)	2	4	1	-4	7	-14	13	-13	4
40	COc1ccccc1N1CCN(C2CCCN(C(=O)c3ccnc4ccc(C)cc34)C2)CC1 (stereo not given)	-13	-12	2	0	-15	-4	-8	0	-2
41	COc1ccc(-c2cc(C(=O)Nc3c(C)nn(Cc4ccccc4Cl)c3C)no2)cc1	3	5	3	1	8	-20	3	-7	4
42	O=C(Cc1ccc(NC(=O)C2CCCN(C(=O)C3CCCCC3)C2)cc1)Nc1cccc(C(=O)N2CCCCC2)c1 (stereo not given)	nt	nt	3	nt	nt	14	nt	-3	2
43	COc1ccc(CCN2CC(C(=O)N(C)Cc3ccc4nsnc4c3)CCC2=O)cc1 (stereo not given)	2	6	1	1	0	4	0	-5	-2
44	COc1ccc(NC(=O)N(C)C[C@H]2Oc3ccc(NC(=O)Nc4c(C)noc4C)cc3C(=O)N([C@H](C)CO)C[C@@H]2C)cc1	7	5	4	-2	2	10	5	-6	7
45	CC(C)CC(NC(=O)OCc1ccccc1)C(=O)NC(Cc1ccccc1)C(=O)CCl (stereo not given)	nt	nt	5	nt	nt	24	nt	7	6
46	CCN(CC)C(NC(=O)c1ccccc1)C(=O)c1ccccc1 (stereo not given)	-3	2	-7	-2	-2	-2	1	-2	25
47	CNC(=S)N1C2CCCC1CC(NC(=O)c1ccc(F)cc1)C2 (stereo not given)	1	-3	-4	2	5	0	-3	2	7
48	COc1ccc(/C=N/Nc2cc(OC)ncn2)cc1	nt	nt	1	nt	nt	4	nt	-8	10
49	Cc1cc(C)n2cc(CSc3nncn3C)nc2n1	15	-7	-1	-2	1	10	-6	-12	-365
50	O=C1/C(=N\S(=O)(=O)c2cccs2)C([n+]2ccc(CCCc3ccccc3)cc2)=C([O-])c2ccccc21	-90	39	3	-4	21	12	60*	11	32
51	CC(=O)Nc1ccc(S(=O)(=O)N(C)CC(=O)Nc2ccc(Br)cc2F)cc1	-2	-7	-1	1	-15	-10	-31	-4	11
52	COc1ccc(NC(=O)c2cn(CCC#N)nc2-c2cccs2)cc1	0	2	2	-4	0	-15	-1	13	-115
53	CC(OC(=O)/C=C/c1ccccc1)C(=O)Nc1ccc2c(c1)OCCO2 (stereo not given)	2	-17	3	-2	-10	0	-12	-3	13
54	O=C(COC(=O)C12CC3CC(CC(O)(C3)C1)C2)Nc1ccc(OC(F)F)cc1	-4	-4	3	-1	-7	-12	-12	2	9
55	CCN1CCN(C(=O)c2cc3c(=O)n(C)c4ccccc4c3n2C)CC1	7	-6	-7	0	-1	3	16	-1	-85
56	CCOc1ccc(S(=O)(=O)N2CCN(C(=O)c3ccc(-n4cncn4)c([N+](=O)[O-])c3)CC2)cc1	-1	12	0	-2	-5	-6	5	-3	-1
57	Cc1ccc(C)c2c1c1ccccc1n2C	8	-6	-5	2	3	15	-4	-2	-13
58	CCOc1ccc(-c2nnc(N)o2)cc1	-2	6	-4	-3	1	6	-6	-5	19
59	Cc1ccc(NC(=O)COC(=O)COc2ccc(Cl)cc2)c([N+](=O)[O-])c1	-15	-9	5	-4	-11	-3	-12	-5	11
60	O=C(CNC(=O)c1cccs1)NCC(=O)OCc1ccc(Cl)cc1	6	3	3	-2	-3	-12	-2	-7	2

# (list continues)
cpd	mol	UBC13 inh	SENP8 block-1	SENP1 FRET inh	MIN6 prolif	SENP7 inh	PfGluPho inh	SENP6 block	HKDC1 inh	SENP8 block-2
61	N#Cc1ccc(C23CC4(C2)[C@H](CN(Cc2ccc(-c5ccccc5)cc2)[C@@H]4c2ccccc2)C3c2ccc(Cl)nc2)cc1 (stereo not given in full)	-1	0	-1	-4	-3	10	-8	2	4
62	N#Cc1cn(CC(=O)NCCc2c[nH]c3ccccc23)c2ccccc12	3	-12	3	0	-8	10	1	8	5
63	CC1=NN(C(=O)CCc2ccccc2O)C(O)(C(F)(F)F)C1 (stereo not given)	5	1	-1	-4	-2	17	14	8	20
64	Clc1ccc(CN2C3=NCCCN3c3ccccc32)cc1Cl	18	1	1	-3	-1	1	-1	-4	5
65	CCCCc1c(C)nn(-c2nnc3c4ccccc4n(C)c3n2)c1C	4	-8	2	-3	2	18	-10	-5	-11
66	CCC1(CC)C(=O)NC(=O)NC1=Nc1ccccc1	-5	-2	1	-2	-16	-9	-9	-4	-2
67	CCN(CC)S(=O)(=O)c1ccc(OC)c(NC(=O)c2ccc(-n3cncn3)c([N+](=O)[O-])c2)c1	-3	13	1	2	-3	-5	-6	4	5
68	Cc1nn(C)c(Oc2cccc(C(F)(F)F)c2)c1C#N	10	-1	0	1	-3	7	5	-15	10
69	CC(NC(=O)COC(=O)c1ccc2c(c1)S(=O)(=O)N=C1CCCCCN12)C12CC3CC(CC(C3)C1)C2 (stereo not given)	-1	-3	2	0	5	-3	-1	-14	15
70	CCC(CC)NC(=O)CCCSc1nc2ccccc2[nH]1	7	-1	0	1	-5	-11	-2	-2	12
71	CCN(CC)S(=O)(=O)c1ccc(OC)c(NC(=O)/C=C/c2ccco2)c1	0	5	-11	1	0	38	-12	1	-15
72	CCN(CC)S(=O)(=O)c1ccc(S(=O)(=O)N(CC(=O)Nc2ccccc2)Cc2ccco2)cc1	11	11	-3	-4	5	13	-17	-2	17
73	Cc1ccc(C(=O)NC2CCN(C(=O)Nc3ccccc3Cl)CC2)cc1	5	1	2	-4	1	-11	4	4	1

# Source: PubChem BioAssay (Sanford-Burnham Center for Chemical Genomics)
